CIT2 TOR yeast: alters CIT2-GFP fluorescence in TOR pathway yeast screen; S. cerevisiae CIT2-GFP strain, flow cytometry, 3 h; 100 means same as DMSO wells; GFP response vs DMSO, % at 10 µM; 0.065% of 320,000 active; AID 2029;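 active means GFP response relative to DMSO above a set limit, near the screen mean plus 3 SD, cut at about 150% in these data; inconclusive means Fewer than 70 cells measured for a yeast strain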;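 further: ratio of well median GFP fluorescence to mean of DMSO wells on the plate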
MCL1 BIM primary: MCL1-BIM-BH3 interaction inhibition (human); Q07820; GST-MCL1 / FITC-Bim-BH3 fluorescence polarization; inhibition, % at 10.9 µM; 0.68% of 320,000 active; AID 2057;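 active means inhibition above the mean inhibition of all tested compounds plus 3 SD, set per campaign, cut at about 40% in these data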;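 further: 0% = DMSO wells and 100% = unlabeled Bim-BH3 peptide control; higher means more loss of mP so more displacement of Bim peptide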
Bcl-xL primary: inhibitors of human Bcl-xL; Q07817; GST-Bcl-xL / FITC-Bim BH3 peptide fluorescence polarization; inhibition, % at 10.9 µM; 0.7% of 320,000 active;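 active means inhibition above the mean of all tested compounds plus 3 SD, cutoff set per campaign, cut at about 30% in these data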;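 further: 0% = DMSO wells and 100% = unlabeled Bim-BH3 peptide competitor; inhibitors lower millipolarization by displacing the labeled peptide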
Target sequence (Q07817 whole entry, looked up): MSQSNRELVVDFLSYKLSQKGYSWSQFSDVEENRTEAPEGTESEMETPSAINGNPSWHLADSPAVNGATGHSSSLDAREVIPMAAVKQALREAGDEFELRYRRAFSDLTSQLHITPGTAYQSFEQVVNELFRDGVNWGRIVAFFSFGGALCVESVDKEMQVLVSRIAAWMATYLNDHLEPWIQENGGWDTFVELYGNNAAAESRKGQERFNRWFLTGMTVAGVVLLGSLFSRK
MEX-5 binding: C. elegans MEX-5 TCR-2 RNA binding activity | MEX-5/FITC-TCR2 RNA binding, fluorescence polarization; hits give low values | AID 1832 | Q9XUB2 | 0.38% of 300,000 active | activity score (negative = inhibition of binding), % at 10 µM;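 active means inhibition past about -25% in most replicates, and total fluorescence under double the plate's negative control median, limit read from the data; inconclusive means replicates evenly split on the limit, or fluorescence at least double controls; inactive means too little inhibition in most replicates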;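 further: 0% = DMSO and -100% = 5 µM competing unlabeled TCR2 RNA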
GRK2 aptamer HTS: inhibitors of human GRK2 displacing RNA aptamer; 0.59% of 330,000 active; AID 488847; inhibition of aptamer binding, % at 10 µM; bead flow cytometry, FAM-aptamer displacement from GRK2; P25098;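 active means inhibition of aptamer binding above 40%, roughly 3 SD of noise, on plates passing a quality check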;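 further: median bead fluorescence of bound FAM aptamer so fluorescent compounds give negative values; no value below 0 was filed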
Target sequence (P25098 whole entry, looked up): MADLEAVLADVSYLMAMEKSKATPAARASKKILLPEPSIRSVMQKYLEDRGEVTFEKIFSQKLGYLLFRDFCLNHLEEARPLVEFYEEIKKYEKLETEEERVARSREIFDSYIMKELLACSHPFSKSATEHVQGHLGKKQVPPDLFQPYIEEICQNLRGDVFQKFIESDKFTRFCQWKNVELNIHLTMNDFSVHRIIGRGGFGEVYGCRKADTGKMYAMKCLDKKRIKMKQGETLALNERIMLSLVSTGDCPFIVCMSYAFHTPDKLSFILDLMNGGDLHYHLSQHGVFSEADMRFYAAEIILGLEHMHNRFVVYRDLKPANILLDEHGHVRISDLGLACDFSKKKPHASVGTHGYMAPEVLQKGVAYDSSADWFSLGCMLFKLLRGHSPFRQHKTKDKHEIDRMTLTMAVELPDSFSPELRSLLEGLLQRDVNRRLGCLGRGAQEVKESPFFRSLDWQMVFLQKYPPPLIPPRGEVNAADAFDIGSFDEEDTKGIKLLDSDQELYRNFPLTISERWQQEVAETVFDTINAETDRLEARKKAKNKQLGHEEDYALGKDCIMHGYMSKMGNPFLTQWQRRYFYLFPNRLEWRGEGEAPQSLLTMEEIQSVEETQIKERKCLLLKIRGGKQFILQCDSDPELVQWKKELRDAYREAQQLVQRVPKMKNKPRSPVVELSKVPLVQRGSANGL
VLA-4 inh: inhibition in a human VLA-4 binding assay; inhibition, % (about 7 µM as worked out from the volumes in the protocol); VLA-4 expressing cells, ligand binding flow cytometry; 0.2% of 330,000 active; P13612; in the data active means inhibition above about 50%
GLD-1 RNA inh: GLD-1-TGE RNA interaction inhibition (C. elegans) | inhibition, % at 5.96 µM | AID 2280 | purified GLD-1 + fluorescein TGE RNA, fluorescence polarization | Q17339 | 0.44% of 320,000 active;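 active means percent inhibition above a per-plate cutoff, the plate mean of test compounds plus 3 SD, cut at about 30% in these data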;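 further: 0% = DMSO wells with GLD-1 and probe and 100% = wells lacking GLD-1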
AGP1 TOR yeast: yeast TOR pathway AGP1-GFP modulation. S. cerevisiae AGP1-GFP multiplex flow cytometry, 3 h; GFP as percent of DMSO wells. GFP response vs DMSO, % at 10 µM. 0.02% of 320,000 active;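 active means GFP response relative to DMSO above a set limit, near screen average plus 3 SD, cut at about 150% in these data; inconclusive means fewer than 70 cells counted for the yeast strain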;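 further: median GFP channel fluorescence of the gated AGP1 strain per well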
Fam108B inh: blocks mouse Fam108B hydrolase in RBBP9 counter-screen; inhibition, % at 9.51 µM; 0.33% of 300,000 active; recombinant Fam108B, FP-Rh probe fluorescence polarization; AID 1947;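 active means inhibition above the screen mean inhibition plus 3 SD, computed separately per campaign, cut at about 18% in these data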;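 further: inhibitors lower polarization as less probe binds the enzyme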
* hit, by the source's call; i = inactive; ? = inconclusive; / = no result given; [ ] = dose if it differs, or a comment.

SMILES	CIT2 TOR yeast	MCL1 BIM primary	Bcl-xL primary	MEX-5 binding	GRK2 aptamer HTS	VLA-4 inh	GLD-1 RNA inh	AGP1 TOR yeast	Fam108B inh
COC(=O)NC(NS(=O)(=O)c1ccccc1)(C(=O)OC)C(F)(F)F (centres undefined)	104	13	8	1.7	1	0	4	112	1
Cc1ccc(S(=O)(=O)N2CCN(C(=O)COC(=O)C3(C)CC3(Cl)Cl)CC2)c(C)c1 (centres undefined)	94	-1	0	/	1	0	1	100	/
C1N2CN3CN1CN(C2)C3	86	-9	3	/	1	i	2	88	-5
Cc1c(-n2c(-c3ccccc3Cl)n[nH]c2=S)c(=O)n(-c2ccccc2)n1C	98	-6	-13	0.3	0	17	-3	102	-5
CCCCCN(C(=O)CCC(=O)OCc1cccc(Br)c1)c1c(N)n(CCCC)c(=O)[nH]c1=O	109	-13	-3	-0.8	0	-3	3	111	0
CCOC(=O)C1/C(=N\O)CC(C)(O)C(C(=O)OCC)C1c1ccc(OC)c(OC)c1 (centres undefined)	99	1	0	-4.9	0	-3	9	96	3
O=C(Nc1cccnc1Cl)c1cc([N+](=O)[O-])ccc1Cl	96	4	4	-0.4	0	7	8	100	1
COc1ccc(NC(=O)C2CCC(C)(C(=O)O)C2(C)C)cc1 (centres undefined)	106	-3	-2	3.0	0	-6	3	108	-4
O=S1(=O)CCO[C@H]2Cc3ccccc3[C@H]2N1Cc1cccc(F)c1	96	6	13	0.2	2	1	-2	104	0
CCCc1nnc(SCC(=O)Nc2ccc(OC)cc2)o1	109	3	4	0.4	0	-3	5	109	0
COC(=O)c1cc2ccc(OC)cc2c2cc(OC)c(OC)cc12	90	/	/	/	1	-19	-1	89	/
COc1ccc(-c2nnc(SCC(=O)OC3CCCCC3)o2)cc1OC	94	3	2	-1.4	1	-4	-1	102	-6
CCOC(=O)CCCCC(=O)c1[nH]c(=O)[nH]c1CSc1nc(-c2ccccc2)c(C#N)c(=O)[nH]1	106	2	-1	-5.5	0	7	-1	107	0
CCC1c2ccc(C)n2CCN1C(=O)Nc1ccccc1C(=O)OC (centres undefined)	97	44*	41*	-5.5	0	-10	35*	98	-1
CC(C)CN(CCCNC(=O)CN1C(=O)COc2ccc(S(=O)(=O)N3CCCC3)cc21)CC(C)C	87	9	8	-0.2	0	38	0	96	1
Cc1ccc(OCCC(=O)Nc2ccccc2C(=O)NC2CC2)cc1	111	/	/	2.7	5	6	/	104	/
Cc1cccc(/C=N\NC(=O)c2ccccc2-n2cccc2)c1	90	5	-2	0.6	1	1	4	95	-1
Nc1cc(N)nc(SCC(=O)Nc2ccccc2N2CCOCC2)n1	87	3	4	0.9	1	8	2	97	-2
O=C(O)CN(C1CCCCC1)S(=O)(=O)c1ccc(F)cc1	108	1	-1	1.6	2	5	2	108	3
Cc1ccc(NC(=O)[C@@]2(CC(=O)O)CC(/C=C/c3ccccc3)=NO2)c(C)c1	106	0	2	-0.4	2	8	-1	102	-1
CN1CCN(C(=O)C2CC(=O)N(c3ccc(Cl)cc3)C2)CC1 (centres undefined)	107	-6	1	1.8	0	12	3	97	-3
CC(NC(=O)C1CCCN1C(=O)OCc1ccccc1)c1ccccc1 (centres undefined)	104	6	6	-0.4	2	-1	5	105	0
CCN(CC)CCNC(=O)C(=O)NCC1OCCN1C(=O)c1ccc2c(c1)OCO2 (centres undefined)	100	3	5	-1.4	0	-5	0	100	-2
O=C(COc1cccc(Br)c1)NN=C1c2ccccc2-c2ccccc21	95	-4	2	0.3	0	8	-10	98	-9
[O-]/C(=C(\C(=S)Nc1ccccc1F)[n+]1ccccc1)c1ccc(OC(F)F)cc1	103	10	8	-2.7	1	-5	-8	103	3
O=C(CC12CC3CC(CC(C3)C1)C2)NCc1ccco1	103	2	4	-1.0	0	-5	5	97	5
O=C(COc1ncnc2sccc12)NC1CCS(=O)(=O)C1 (centres undefined)	82	2	-4	-1.3	0	6	-2	104	2
O=C(Nc1ccc(N2CCN(Cc3ccccc3)CC2)cc1)c1ccco1	100	3	4	-1.9	1	9	0	101	5
Cc1cccc(-n2c(O)c(C=Nc3cc(O)ccc3C)c3ccccc3c2=O)n1	92	16	18	-5.4	0	-7	-33	94	-1
c1ccc(Oc2cc(-c3ccccc3)nc(-c3ccccc3)n2)cc1	116	1	-1	-1.2	1	-45	4	99	-1
O=C(NCc1ccccn1)C(=O)C1C(=O)Nc2ccccc21 (centres undefined)	81	-2	-2	-1.1	5	14	-1	92	-2
NS(=O)(=O)c1ccc(N2N=C(c3ccc(Br)cc3)CC2c2ccc(F)cc2)cc1 (centres undefined)	?	-2	0	-1.0	3	18	-2	?	-5
Cc1cc(C)nc(SCc2nnc(SCC(=O)O)n2-c2ccccc2)n1	98	9	0	-0.7	3	8	-5	108	0
Cc1c(CCOC(=O)C2C3CC4CC(C3)CC2C4)sc[n+]1CC(=O)c1ccc(Br)cc1 (centres undefined)	104	6	8	-2.1	0	6	4	110	3
N#CC1=C(S)N(c2ccc(F)cc2)C2(CCCCC2)NC1=O	98	4	5	-1.4	2	0	3	98	1
O=C1CC(NS(=O)(=O)c2ccccc2F)CN1c1ccc2c(c1)OCCO2 (centres undefined)	107	1	-2	-1.4	2	-19	-44	103	1

Record cards, from the list above. Values in the order: CIT2 TOR yeast, MCL1 BIM primary, Bcl-xL primary, MEX-5 binding, GRK2 aptamer HTS, VLA-4 inh, GLD-1 RNA inh, AGP1 TOR yeast, Fam108B inh
Entry for [O-]/C(=C(\C(=S)Nc1ccccc1F)[n+]1ccccc1)c1ccc(OC(F)F)cc1 = 103, 10, 8, -2.7, 1, -5, -8, 103, 3
Entry for NS(=O)(=O)c1ccc(N2N=C(c3ccc(Br)cc3)CC2c2ccc(F)cc2)cc1 (centres undefined) = ?, -2, 0, -1.0, 3, 18, -2, ?, -5
Entry for N#CC1=C(S)N(c2ccc(F)cc2)C2(CCCCC2)NC1=O = 98, 4, 5, -1.4, 2, 0, 3, 98, 1

(cont.)
SMILES	CIT2 TOR yeast	MCL1 BIM primary	Bcl-xL primary	MEX-5 binding	GRK2 aptamer HTS	VLA-4 inh	GLD-1 RNA inh	AGP1 TOR yeast	Fam108B inh
CCOC(=O)c1cnc(-n2nc(C)cc2C)nc1NCc1ccc2c(c1)OCO2	93	-2	-6	2.5	0	0	-2	103	4
COc1ccc(CNC(=O)Cc2cccs2)cc1	96	2	5	-0.6	0	6	3	91	-3
Nc1c(Br)c(=O)[nH]c(=O)n1-c1ccccc1	94	3	0	0.6	0	-2	-1	101	5
COc1ccccc1NS(=O)(=O)c1c(C)[nH]c(C)c1C(=O)N1CCCC1	99	8	0	1.9	3	25	-1	97	-2
CCN(CC(=O)NCc1cccs1)C(=O)c1cc(S(=O)(=O)NCc2ccccc2)ccc1C	88	1	4	3.8	1	3	-2	104	1
CCC(=O)NC1CCN(C(=S)NC)CC1	105	4	-3	-1.2	0	19	4	105	6
CC1=CSC2=NC(=O)/C(=C\c3cccn3-c3ccccc3)C(=N)N12	113	-15	-10	5.9	3	5	-7	105	-14
Cc1c(CC(=O)O)c(=O)oc2c(C)c(OCc3ccccc3Br)ccc12	118	4	2	-0.2	0	2	2	116	4
CCOc1ccc(-c2c(C(=O)N/N=C/c3cccc(Br)c3)nnn2-c2nonc2N)cc1	107	3	1	-1.1	0	2	2	103	-21
Cc1cccc(C)c1NC(=O)COC(=O)CCc1c[nH]c2ccccc12	101	-1	1	/	0	-11	10	102	/
CCS(=O)(=O)N1CCN(Cc2nc3ccccc3c(=O)[nH]2)CC1	92	5	4	-4.0	24	1	-2	92	-1
O=C(NCCc1ccccc1)C(=O)NCC1CCCO1 (centres undefined)	96	2	1	-0.6	1	10	-3	97	5
Cc1cc(C)cc(C(=O)NC(=S)Nc2ccc3[nH]c(=O)[nH]c3c2)c1	95	13	9	-2.2	0	8	-1	95	-15
CCOC(=O)C1=C(COC(=O)c2c(OC)cccc2OC)NC(=O)NC1C (centres undefined)	100	-11	-9	-1.0	1	-2	-3	96	1
Cc1cccc(C(=O)Nc2ccc(O)c3c(=O)cc(-c4ccccc4Cl)oc23)c1	/	9	6	1.8	/	/	4	/	-5
NCCCCCc1cn([C@@H](CCC(=O)O)C(=O)NCCCCCCCCCCC(=O)N2CCNCC2)nn1	101	0	-3	/	2	23	3	99	0
O=C(CN1C(=O)/C(=C/c2c(F)cccc2Cl)Oc2ccccc21)NCc1ccco1	100	5	-3	-3.6	0	14	5	100	-3
O=C(CN1CCOCC1)N1CCCc2c1c(=O)oc1ccc(OCc3ccccc3)cc21	99	6	3	-5.0	2	4	5	101	4
CCCOc1ccc(N2C(=O)CC(N(Cc3ccco3)C(=O)CCC(=O)O)C2=O)cc1 (centres undefined)	102	-2	0	3.3	0	-7	-7	105	4
CCCc1cc(C(=O)N2CCCC(Cc3cccc(Cl)c3)(C(=O)OCC)C2)n(C)n1 (centres undefined)	104	12	5	1.4	0	1	-1	105	-4
Cc1ccc(C(=O)N/N=C/c2cc(C)n(-c3ccc(Br)cc3)c2C)cc1[N+](=O)[O-]	103	2	5	-3.4	0	5	2	105	1
Cc1ccc(N/C=C2\C(=O)C3(C)CCC2C3(C)C)cc1C (centres undefined)	100	-12	-13	3.4	0	6	1	103	1
COc1ccccc1NNC(=O)C(O)(c1ccccc1)c1ccccc1	103	-9	4	0.1	10	22	4	112	-1
CC1(C)CC(=O)C2=C(C1)NC1=C(C(=O)c3ccccc31)C2c1cccnc1 (centres undefined)	98	3	9	-4.1	2	6	-1	98	3
Cc1ccc(OCCOc2cccc3ccc(C)nc23)c([N+](=O)[O-])c1	92	7	5	/	1	-5	-5	96	-1
O=C(C(=O)N1CCCCC1)c1c(-c2ccccc2)[nH]c2ccccc12	88	3	0	-1.2	6	0	-4	83	0
COC(=O)c1ccc(CSc2nc3ccccc3[nH]2)o1	95	-5	-4	-4.5	0	11	9	93	-6
COc1cc(OC)cc(C(=O)N[C@H](C(=O)Nc2ccccc2N2CCOCC2)C(C)C)c1	103	-1	-1	1.6	2	0	1	102	1
CC(=O)Nc1ccc(S(=O)(=O)NCC2CCC(C(=O)N3CCN(c4ccccn4)CC3)CC2)cc1 (centres undefined)	98	7	6	-0.3	2	1	5	97	5
COc1ccc(Br)cc1/C=N/NC(=O)CNC(=O)c1cccnc1	84	5	6	0.7	1	7	-3	92	3
CC(=O)c1cc(CCC(=O)NC2CCCCCC2)oc1C	95	-6	-2	0.8	33	1	-8	102	2
Cc1ccc(NC(=O)C2CCN(S(=O)(=O)c3cccc4nonc34)CC2)cc1	?	-2	4	1.1	2	-14	7	16[may fluoresce violet]	3
COc1ccc(C(=O)O)cc1S(=O)(=O)Nc1ccc(N2CCCCC2)cc1	112	/	/	/	12	2	-3	106	/
CC(C)(C)c1ccc(C(CC(=O)O)NC(=O)C23CC4CC(CC(C4)C2)C3)cc1 (centres undefined)	93	-6	4	-3.0	0	9	2	93	-7
Cc1[nH]n(-c2ccccc2)c(=S)c1C=Nc1ccc([N+](=O)[O-])cc1	83	-11	-18	/	3	-4	6	92	5
CCN=C(Nc1cccc(F)c1)SC1CC(=O)N(c2ccc(OC)cc2)C1=O (centres undefined)	105	9	7	0.4	0	-3	7	109	-1
Cc1coc2cc3oc(=O)c(CC(=O)N(C)CC(=O)O)c(C)c3cc12	92	-1	5	0.0	1	2	-1	90	-5
CCOc1nnnc2c1sc1nc(N3CCOCC3)c3c(c12)CCCC3	98	6	4	0.5	0	-10	7	98	-1

Screening results deposited in PubChem by several laboratories.
